Assay outcomes (PubChem)
GC-B act: GC-B (human) receptor activation; P20594; HEK293-GC-B cells, CNP EC30, cGMP TR-FRET; 0% at EC30 CNP, 100% saturating CNP; activation, % at 10 µM; 370,000 tested, 0.11% active; AID 1920062;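 active = activation at 10 µM reaching about 35% in either raw or pattern-adjusted values, limit read from the data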
TCR CD3 inh: inhibitors of human TCR-CD3 interaction; TAMRA-labeled TCR probe fluorescence, biochemical; inhibition, % at 9.4 µM; 360,000 tested, 0.37% active; AID 651800; in the data active = inhibition above about 19%;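 note: recombinant mutant TCR 2C K166C tagged with TAMRA read by polarization; 0% = receptor in buffer alone and 100% = receptor with positive control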
UHRF1 binding: UHRF1 methyl-DNA binding inhibition | UHRF1 binding to methylated oligo, TR-FRET | inhibition, % at 4.4 µM | 370,000 tested, 0.75% active | AID 687016; in the data active = inhibition above about 21%;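 note: UHRF1 SRA domain binding a hemimethylated CpG hairpin DNA probe; 0% = median of test compound wells and 100% = reference inhibitor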
SIAE primary: human SIAE inhibition, primary screen; inhibition, % at 9.66 µM; 370,000 tested, 0.69% active; Q9HAT2; SIAE FP-Rh probe binding, fluorescence polarization;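 active = inhibition above a cutoff: mean of compounds within the control limits plus 3 SD of those, cut at about 17% in these data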;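 note: 0% = plate median of compound wells and 100% = probe without SIAE protein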
rCAG RNA binder: r(CAG) repeat RNA binding. TO-PRO-1 dye displacement fluorescence. inhibition, % at 3 µM. 370,000 tested, 1.3% active;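 active = inhibition above the plate cutoff, the mean of all test compounds on that plate plus 3 SD, cut at about 35% in these data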;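 note: 0% = DMSO alone and 100% = 100 µM mitoxantrone as full dye displacement; higher means more dye released from RNA so lower well fluorescence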
GC-A act: GC-A (human) enzyme activation. P16066. HEK293 GC-A cells, cGMP TR-FRET, EC30 ANP; 0% at EC30 ANP, 100% saturating ANP. activation, % at 10 µM. 370,000 tested, 0.14% active; in the data active = activation above about 40%
Target sequence (P16066 whole entry, looked up): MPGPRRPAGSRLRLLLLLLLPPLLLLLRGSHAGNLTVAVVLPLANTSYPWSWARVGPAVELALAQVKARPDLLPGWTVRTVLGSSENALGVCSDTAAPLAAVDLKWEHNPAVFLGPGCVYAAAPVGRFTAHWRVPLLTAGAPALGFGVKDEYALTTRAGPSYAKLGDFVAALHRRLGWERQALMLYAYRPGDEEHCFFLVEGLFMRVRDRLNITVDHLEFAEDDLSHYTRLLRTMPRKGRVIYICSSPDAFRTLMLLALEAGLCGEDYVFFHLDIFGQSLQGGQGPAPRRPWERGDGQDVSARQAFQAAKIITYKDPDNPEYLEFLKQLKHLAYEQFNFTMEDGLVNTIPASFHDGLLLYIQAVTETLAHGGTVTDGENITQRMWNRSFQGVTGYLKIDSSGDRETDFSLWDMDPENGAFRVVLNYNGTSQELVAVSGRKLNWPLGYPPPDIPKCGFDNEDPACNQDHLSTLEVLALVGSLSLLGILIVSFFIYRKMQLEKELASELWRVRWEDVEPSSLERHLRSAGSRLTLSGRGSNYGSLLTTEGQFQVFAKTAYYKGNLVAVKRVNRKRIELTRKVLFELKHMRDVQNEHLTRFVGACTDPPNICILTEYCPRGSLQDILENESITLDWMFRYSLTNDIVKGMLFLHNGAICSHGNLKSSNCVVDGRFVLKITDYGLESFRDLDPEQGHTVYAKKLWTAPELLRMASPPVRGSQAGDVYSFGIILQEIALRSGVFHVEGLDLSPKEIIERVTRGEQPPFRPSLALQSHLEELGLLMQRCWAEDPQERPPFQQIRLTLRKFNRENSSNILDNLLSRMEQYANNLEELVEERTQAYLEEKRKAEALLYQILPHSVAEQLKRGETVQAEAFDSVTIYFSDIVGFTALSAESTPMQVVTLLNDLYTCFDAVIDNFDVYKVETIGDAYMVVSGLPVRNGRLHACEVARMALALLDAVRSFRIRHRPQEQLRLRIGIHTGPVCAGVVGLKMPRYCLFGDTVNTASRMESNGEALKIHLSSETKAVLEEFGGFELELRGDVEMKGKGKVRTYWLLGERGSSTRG
MBD2 DNA inh: inhibitors of human MBD2 binding to methylated oligonucleotide; Q9UBB5; TR-FRET; inhibition, % at 4.4 µM; 370,000 tested, 0.31% active; in the data active = inhibition above about 13%
HTRA1 inh: blocks human HTRA1 serine peptidase | recombinant HTRA1, FP-rhodamine activity-based probe, fluorescence polarization | 340,000 tested, 0.5% active | Q92743 | inhibition, % at 5.96 µM; in the data active = inhibition above about 36%;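 note: 0% = enzyme with DMSO and 100% = wells lacking enzyme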
mABHD4 FP: ABHD4 (mouse) inhibition, primary FP screen | Q8VD66 | purified mABHD4, FP-Rh probe fluorescence polarization | inhibition, % at 8.92 µM | 370,000 tested, 0.54% active | AID 720543;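 active = inhibition exceeding the mean over every tested compound plus 3 SD, cut at about 30% in these data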;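 note: 0% = plate median of compound wells and 100% = S159A mutant with DMSO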
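Material: mouse ABHD4 enzyme, wild type; Benchmarks: S159A mutant high control, sample median low control; Buffer or medium: HEPES pH 7.0, NaCl, Pluronic buffer; Signal: fluorescence polarization; Read-out: percent inhibition of probe binding, normalized to plate controls; Timing: pre-incubation 45 min, probe exposure 60 min, at 25 °C; Dosing: 8.92 µM, single dose.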
PRMT1 FP inh: PRMT1 (human) inhibition, primary screen; 370,000 tested, 1.3% active; Q99873; AID 652257; inhibition, % at 2.79 µM; recombinant PRMT1, activity-based probe fluorescence polarization;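 active = inhibition above about 21% made by adding two undisclosed values, limit read from the data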
An asterisk follows results filed as active; · = not tested or not shown.

SMILES	GC-B act	TCR CD3 inh	UHRF1 binding	SIAE primary	rCAG RNA binder	GC-A act	MBD2 DNA inh	HTRA1 inh	mABHD4 FP	PRMT1 FP inh
CCCc1cc(Nc2ccc(C)cc2)n2ncnc2n1	1	-14	5	-2	-8	-4	3	-10	1	3
CC(C)NC(=S)N1CCCN(c2ncccc2[N+](=O)[O-])CC1	0	-4	-1	-1	3	3	2	2	3	2
O=C(Nc1nc(-c2ccco2)c(-c2ccco2)s1)c1cnccn1	-3	38*	40*	14	44*	-5	13	·	23	37*
NC(Cc1ccc(Cl)cc1)c1csc(Nc2ccc(C(=O)c3ccccc3)cc2)n1 (stereo unspecified)	2	4	-2	6	15	-5	0	·	21	-1
CCc1ccc(NC(=S)N(CCN2CCCCC2)Cc2ccco2)cc1	3	6	-3	1	-4	-2	3	-5	-7	-1
COc1ccc(CCN(C)C(=O)c2cc(-c3ccccc3)nc3ccc(C)cc23)cc1OC	3	0	0	2	-3	5	1	-5	4	-1
O=C(Nc1cccc(S(=O)(=O)N2CCOCC2)c1)c1ccc(N2CCOCC2)c([N+](=O)[O-])c1	0	2	-1	-3	13	6	-8	-4	2	1
Cc1ccc(C(=O)NCCOc2cccc(C)c2)cc1	2	-1	-4	-3	-7	-3	1	7	-2	-3
COc1ccc(/C=C2\N=C3CCCCCN3C2=O)cc1OC	0	-2	-2	110*	3	-1	-7	11	-2	-2
CCc1ccccc1NC(=S)N(Cc1cccc(C)c1)c1cccnc1	-3	9	-1	6	-3	1	-3	3	-2	-1
O=C(c1ccc2ccccc2n1)N1CCN(S(=O)(=O)c2ccccc2)CC1	-2	-6	-1	4	1	1	3	1	2	2
O=C(CN(c1ccc(F)cc1)S(=O)(=O)c1ccc2c(c1)OCCO2)NCc1ccccc1	0	-6	-1	-4	-3	3	2	1	-3	2
Cc1ccc(N(C)C(=O)c2cnn(-c3ccccc3)c2C)c(C)c1	-10	-4	3	5	-6	-13	2	0	-2	2
O=C(NC1CCOc2ccccc21)c1ccc(Cl)nc1 (stereo unspecified)	-2	3	-1	-7	0	-3	1	-8	2	-3
O=C(Nc1ccccc1)c1cccnc1Nc1ccccc1	-2	-9	0	-7	2	9	-4	-52	-7	-1
CCOc1cc(C(=O)OCC(=O)c2c(C)[nH]c3ccccc23)ccc1OCC(=O)N1CCOCC1	5	7	0	-15	-2	-1	-3	-3	-6	-1
COc1cccc(NC(=O)c2sc3ncn(CC(=O)N4CCN(c5ccccn5)CC4)c(=O)c3c2C)c1	2	10	0	-4	2	2	0	9	-6	-2
CC1(C)Cc2nc3sc4c(NCCO)ncnc4c3cc2CS1	-4	1	0	-13	6	7	5	-17	-7	2
COc1ccc(/C=N/NC(=O)c2cc(-c3ccccc3OC(C)C)nc3ccccc23)cc1CN1CCOCC1	3	6	-5	-2	0	9	-2	-17	-3	-2
O=C(COC(=O)c1cc(-c2cccc(Br)c2)nc2ccccc12)NCC1CCCO1 (stereo unspecified)	3	4	1	-14	5	3	-6	-22	-14	-3
COc1cc(/C=C2/SC(=Nc3ccc(O)cc3)NC2=O)cc(OC)c1O	4	-15	7	-19	10	-2	-3	-38	-12	-1
CCOc1ccc(OCC)c(NC(=O)CSc2nc3c(c(=O)n(C)c(=O)n3C)n2CC)c1	1	3	-4	0	-3	0	-4	6	5	-7
Cc1cc(=O)oc2c(C)c(OC(C)C(=O)N3CC[C@@]4(O)CCCC[C@H]4C3)ccc12 (stereo partly specified)	-6	-7	2	-3	-5	1	-4	-1	-1	-12
COc1cc(C(=O)NCC2CCCO2)cc(OC)c1OC (stereo unspecified)	-1	6	-1	-7	0	1	1	0	6	-3
C(=N\NCc1ccccc1)/c1ccc2nccnc2c1	2	-2	3	3	-1	-5	-2	·	2	-2
CN1CCN(c2ccc(-c3csc(N4CCC(C(N)=O)CC4)n3)cc2)CC1	-6	·	1	6	·	-4	1	·	9	-5
CC(C)OC(=O)CSc1nc(-c2ccc(F)cc2)cc(C(F)(F)F)n1	-12	4	-1	-3	-4	-17	1	0	2	-2
O=C(NNc1ccccc1Cl)C(O)(c1cccc(C(F)(F)F)c1)c1cccc(C(F)(F)F)c1	-5	6	-3	10	2	-2	0	-22	-31	2
CCOc1ccc(CNC(=O)C(CC)n2nc(C)n3c(cc4occc43)c2=O)cc1OC (stereo unspecified)	5	4	-3	6	-1	-1	-9	0	-1	-2
N#Cc1ccccc1CN1C(=O)c2ccccc2S1(=O)=O	0	0	1	-5	-1	-6	6	9	-18	5
COC(=O)C(NC(=O)c1ccc(F)cc1)(Nc1nc(C)cs1)C(F)(F)F (stereo unspecified)	6	9	-1	12	-2	-4	1	1	10	0
CC1=NN(C(=O)c2csc(C)c2C)C(O)(C(F)(F)F)C1 (stereo unspecified)	5	4	-2	-3	0	-4	-1	3	3	1
Cc1ccc(-c2nn(CC(=O)N3CCOCC3)c(=O)c3ccccc23)cc1S(=O)(=O)N(C)C	1	-6	3	1	-3	1	-6	-4	-3	-7
CC(C)NC(=O)Nc1cccc2c1O[C@H](CN(C)C(=O)NC1CCCCC1)[C@H](C)CN([C@H](C)CO)C2=O	-2	2	14	0	-10	0	4	3	8	0
CN(Cc1ccccc1)CC(O)COc1ccc(CNCc2ccc(Cl)s2)cc1 (stereo unspecified)	-8	12	1	8	-11	2	1	-6	3	-2
CCONC(=O)Nc1ccccc1	5	-5	3	1	0	2	3	2	1	1
O=C(Oc1cccc(/C=N/NC(=O)c2ccccn2)c1)c1ccc([N+](=O)[O-])cc1	0	-2	-2	-4	2	-3	1	1	-1	-3
Cc1cccc(N2C(=O)c3cccc4c(N5CCCCC5)c([N+](=O)[O-])cc(c34)C2=O)c1C	-5	4	-4	-3	3	-6	2	5	8	-1
O=C(OCC(=O)N1CCOCC1)c1ccc(Cl)nc1	1	2	0	3	1	2	-3	4	-7	-3
CN1CCC(NC(=S)Nc2cccc([N+](=O)[O-])c2)CC1	-1	5	-1	-1	-2	-1	5	-7	-3	-7
CCCC(=Nc1ccccc1OC)C1=C(O)CC(c2ccccc2)CC1=O (stereo unspecified)	5	12	2	2	-1	0	3	-1	-3	-2
Cc1c(-c2ccccc2)oc2c(C(=O)N3CCN(c4ccc([N+](=O)[O-])cc4)CC3)cccc2c1=O	-7	5	2	-4	4	-7	-3	0	0	-5
O=S1(=O)N=C(N2CCN(Cc3ccc4c(c3)OCO4)CC2)c2ccccc21	3	11	-3	5	-4	5	-2	-2	7	-1
O=C(O)COc1ccccc1/C=N/NC(=O)c1cc(-c2ccccc2)nc2ccccc12	5	-2	0	-7	34	3	4	-11	-11	0
Cc1cccc(C(=O)NCC(=O)NCCCSc2ccccc2)c1	4	2	2	2	-4	-5	-2	-27	-3	0
CCOC(=O)CSc1nnc(NC(=O)CCc2ccccc2)s1	0	5	-1	-1	-4	4	-2	2	-3	-2
Cc1cc(C(=O)NNC(=O)C(C)(C)Oc2ccc(Cl)cc2)c(C)o1	2	-5	-1	0	4	2	0	1	-2	5
COc1ccc2nc(/C=N/NC(=O)[C@@H]3CCCN3C(=O)OC(C)(C)C)ccc2c1	2	-5	2	-2	-6	-5	0	-2	5	3

13 structures out of the list, sorted by heavy-atom count, ascending:
SMILES	GC-B act	TCR CD3 inh	UHRF1 binding	SIAE primary	rCAG RNA binder	GC-A act	MBD2 DNA inh	HTRA1 inh	mABHD4 FP	PRMT1 FP inh
C(=N\NCc1ccccc1)/c1ccc2nccnc2c1	2	-2	3	3	-1	-5	-2	·	2	-2
N#Cc1ccccc1CN1C(=O)c2ccccc2S1(=O)=O	0	0	1	-5	-1	-6	6	9	-18	5
O=C(Nc1ccccc1)c1cccnc1Nc1ccccc1	-2	-9	0	-7	2	9	-4	-52	-7	-1
CC1(C)Cc2nc3sc4c(NCCO)ncnc4c3cc2CS1	-4	1	0	-13	6	7	5	-17	-7	2
Cc1ccc(N(C)C(=O)c2cnn(-c3ccccc3)c2C)c(C)c1	-10	-4	3	5	-6	-13	2	0	-2	2
CCc1ccc(NC(=S)N(CCN2CCCCC2)Cc2ccco2)cc1	3	6	-3	1	-4	-2	3	-5	-7	-1
O=S1(=O)N=C(N2CCN(Cc3ccc4c(c3)OCO4)CC2)c2ccccc21	3	11	-3	5	-4	5	-2	-2	7	-1
CN(Cc1ccccc1)CC(O)COc1ccc(CNCc2ccc(Cl)s2)cc1 (stereo unspecified)	-8	12	1	8	-11	2	1	-6	3	-2
O=C(COC(=O)c1cc(-c2cccc(Br)c2)nc2ccccc12)NCC1CCCO1 (stereo unspecified)	3	4	1	-14	5	3	-6	-22	-14	-3
CCOc1ccc(CNC(=O)C(CC)n2nc(C)n3c(cc4occc43)c2=O)cc1OC (stereo unspecified)	5	4	-3	6	-1	-1	-9	0	-1	-2
O=C(Nc1cccc(S(=O)(=O)N2CCOCC2)c1)c1ccc(N2CCOCC2)c([N+](=O)[O-])c1	0	2	-1	-3	13	6	-8	-4	2	1
CCOc1cc(C(=O)OCC(=O)c2c(C)[nH]c3ccccc23)ccc1OCC(=O)N1CCOCC1	5	7	0	-15	-2	-1	-3	-3	-6	-1
CC(C)NC(=O)Nc1cccc2c1O[C@H](CN(C)C(=O)NC1CCCCC1)[C@H](C)CN([C@H](C)CO)C2=O	-2	2	14	0	-10	0	4	3	8	0

(list continues)
SMILES	GC-B act	TCR CD3 inh	UHRF1 binding	SIAE primary	rCAG RNA binder	GC-A act	MBD2 DNA inh	HTRA1 inh	mABHD4 FP	PRMT1 FP inh
COc1ccc(Cn2nnc3c(C)n[nH]c(=O)c32)cc1	5	9	-1	8	-1	8	-4	4	5	1
O=C(c1cc2ccccc2s1)N1CCOCC1	-5	-2	-1	-2	2	-4	-2	5	-1	-3
CCCCOC(=O)c1ccc(NC(=O)c2cnccn2)cc1	-5	-3	1	-1	-1	-4	1	3	2	1
CCOc1ccccc1NC(=O)CSc1nnc(CCC(=O)Nc2ccccc2F)n1C	-1	7	0	-2	-9	1	-8	3	-9	-2
CC(CC(=O)c1ccccc1)=NCCCN=C(C)CC(=O)c1ccccc1	2	1	2	-6	3	0	-3	-16	-3	-3
CC(C)C(NC(=O)c1ccco1)C(=O)OCc1cc([N+](=O)[O-])cc2c1OCOC2 (stereo unspecified)	-3	-5	1	-1	-5	-1	1	-1	-5	-1
CCc1ccccc1NC(=O)C(C)n1nc([N+](=O)[O-])c(Br)c1C (stereo unspecified)	-2	4	-1	-5	-2	1	3	-3	1	-2
C[C@H](NC(=O)c1nc[nH]c1C(=O)N[C@@H](Cc1ccccc1)C(=O)OC(C)(C)C)c1ccccc1	5	0	-1	-20	4	0	-5	-63	-42	-2

Only part of the results is shown, so the mix of outcomes need not match the whole.
